Cl transport mod – modulates chloride dependent transport by human KCC2; Q9H2X9; KCC2 cells, thallium flux FluoZin-2 fluorescence; B-score of Tl+ flux slope (higher = more flux/activation; lower = inhibition) at 10 µM; 190,000 compounds, 2.2% hits; AID 1456;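 active = thallium flux slope and its plate-corrected score both differing from the plate sample mean at a set confidence after two filtering rounds, in either direction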;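 also: slope of fluorescence scaled to starting intensity during 10 to 20 s after thallium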
L929 necroptosis – blocks zVAD induced death of L929 cells | L929 zVAD necroptosis rescue, ATP luminescence, 24 h; with zVAD 60 µM | viability rescue, % at 10 µM | 220,000 compounds, 0.38% hits | AID 1377;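 active = activation, scaled between plate controls, above about 75%, limit read from the data; inactive = activation under that limit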;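 also: 0% = zVAD with DMSO and 100% = DMSO alone without zVAD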
Calpain2 inh – blocks pig calpain II enzyme activity; 220,000 compounds, 0.37% hits; purified calpain II, fluorogenic peptide substrate, 30 min; inhibition, % at 16 µM; AID 1236;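 active = inhibition above about 50%, limit read from the data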
TNF death inh – blocks TNF-alpha induced death of Jurkat FADD-/- cells; Jurkat FADD-/- TNF necroptosis rescue, ATP luminescence, 24 h; 0 = TNF only, 100 = no-TNF cells; activation (protection from cell death), % at 10 µM; 220,000 compounds, 0.068% hits;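 active = activation, meaning protection from cell death, of at least 50% relative to plate controls; inactive = activation below 50%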;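 also: necroptosis triggered by 40 ng/mL TNF-alpha added together with compound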
Mdm2 ligase inh – inhibitors of human Mdm2 E3 ubiquitin ligase; Q00987; cell-based MDM2 ubiquitination luciferase reporter, 2 h; 0 = plate control, 100 = twice control, blank-subtracted; signal enhancement, % at 5 µM; 210,000 compounds, 0.11% hits; AID 1230;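 active = signal enhancement of 30% or more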;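 also: luminescence tracks abundance of the self-degrading MDM2-luciferase fusion protein; higher signal means inhibition of MDM2 E3 ligase activity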
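Test system: mammalian cells stably expressing self-ubiquitinating, self-degrading MDM2 E3–luciferase fusion; Amount: 2000 cells in each well; Medium: DMEM; Schedule: 4 h settle plus 2 h compound, 37 °C; Technique: SteadyLite luciferase luminescence after 15 min room-temperature reagent incubation; Benchmarks: plate control and blank wells.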
EBV gp42 block – blocks Epstein-Barr virus glycoprotein 42 binding | Fluorescence polarization binding assay, mP read-out | inhibition, % (tested at 21.74 µM) | 220,000 compounds, 0.42% hits; in the data active = inhibition above about 50%
Target sequence (Q1HVG2 whole entry, looked up): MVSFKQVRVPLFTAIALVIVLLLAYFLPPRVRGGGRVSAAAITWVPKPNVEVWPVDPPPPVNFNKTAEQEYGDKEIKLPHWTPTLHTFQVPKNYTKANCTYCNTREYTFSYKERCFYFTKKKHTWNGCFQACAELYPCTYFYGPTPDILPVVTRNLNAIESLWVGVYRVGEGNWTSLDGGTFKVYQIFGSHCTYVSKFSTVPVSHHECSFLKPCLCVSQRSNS
Rad51 HR inh – Rad51 (human) homologous recombination inhibition. Q06609. hRad51 DNA strand exchange, fluorescence dequenching. inhibition, % at 10 µM. 200,000 compounds, 0.085% hits;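 active = inhibition above 40% at the single screening dose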;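 also: 0% = DMSO control wells and 100% = blanks with heterologous ssDNA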
Target sequence (Q06609 whole entry, looked up): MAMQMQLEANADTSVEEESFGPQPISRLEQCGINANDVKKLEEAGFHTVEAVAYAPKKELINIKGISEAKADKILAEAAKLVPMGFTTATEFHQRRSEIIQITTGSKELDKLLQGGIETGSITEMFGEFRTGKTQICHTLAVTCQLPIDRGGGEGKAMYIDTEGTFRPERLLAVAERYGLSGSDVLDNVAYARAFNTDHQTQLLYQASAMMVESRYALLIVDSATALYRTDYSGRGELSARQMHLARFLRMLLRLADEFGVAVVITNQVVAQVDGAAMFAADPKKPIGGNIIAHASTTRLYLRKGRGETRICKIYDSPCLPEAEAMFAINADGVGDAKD
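material = hRad51 filaments on single-stranded DNA | reagent = Donor/quencher-labelled 47-bp dsDNA substrate | compound = 10 µM final, single point | schedule = strand-exchange reaction 15 min at room temperature | measured by = fluorescein emission 520 nm, excitation 485 nm | read-out basis = % inhibition versus plate control and blank means | benchmarks = plate controls and plate blanks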
eIF4E 4G PPI – eIF4E/eIF4G interaction inhibition in translation initiation. P63073+Q04637. TR-FRET eIF4E-eIF4GI(517-606) binding, 2 h. inhibition, % at 21.7 µM. 220,000 compounds, 0.37% hits;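 active = inhibition above about 30%, limit read from the data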;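 also: 0% = full FRET control wells and 100% = background wells lacking eIF4GI fragment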
PERK inhibitor – blocks human PERK kinase; Q9NZJ5; CHO PERK-DD fusion, SEAP luminescence translation reporter; inhibition, % at 5.6 µM; 220,000 compounds, 0.17% hits; AID 1416;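 active = inhibition above the mean inhibition of all tested compounds plus 3 SD, set separately per screening campaign, cut at about 2.9% in these data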;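 also: PERK kinase domain activated by AP20187 dimerizer at 100 nM; 0% = DMSO with dimerizer and 100% = rapamycin at 8.4 µM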
Starred values were filed as active, the others as inactive; · = no result given; [ ] = dose if it differs, or a comment.

molecule	PERK inhibitor	EBV gp42 block	Cl transport mod	Calpain2 inh	L929 necroptosis	TNF death inh	Rad51 HR inh	eIF4E 4G PPI	Mdm2 ligase inh
Cn1cc(CN2CCC(CO)(CCCc3ccccc3)CC2)c(-c2ccccc2)n1	-1.2	-2.0	-0.248	-2.3	-0.2	3.6	14.3	-6.6	-14.2
Cc1ccc(NC(=O)COc2nc(C)cs2)cc1	0.9	-9.5	·	43.9	0.7	0.1	-32.7	-2.6	-16.7
COC(=O)/C=C1\N/C(=N\c2nc(C)cc(C)n2)N(c2ccccc2)C1=O	0.3	-6.6	-0.16	3.0	-0.3	-6.3	14.3	-2.1	-14.7
Clc1ccc(-c2c[n+](Cc3ccc(Cl)c(Cl)c3)c3n2CCC3)cc1	-0.5	-15.9	-0.051	9.5	0.6	3.1	-5.5	4.4	-22.4
COc1ccc(-n2cc(CNC3CCN(C)CC3)c(-c3cccc(F)c3)n2)cc1	1.7	-13.4	1.82	-57.2	-2.0	2.7	·	0.5	-12.7
O=C(Nc1nnc(C2CC2)o1)c1ccc(S(=O)(=O)N2CCCc3ccccc32)cc1	·	8.1	4.41*	-20.3	0.8	-2.2	·	-2.7	-11.3
COC(=O)c1cc(Br)ccc1NC(=O)Nc1ccccc1	1.0	3.4	0.0516	-6.2	-0.1	1.6	·	-3.8	-2.0
O=C(O)c1cc(CN2CCOCC2)oc1-c1ccccc1	1.8	-16.2	-0.204	10.5	0.4	-1.1	-14.5	0.7	-10.3
O=C(c1ccc2c(c1)OCO2)N1CCC2(CC1)Oc1ccc(F)cc1C(=O)C21CC(c2ccccc2)=NO1 (configuration not stated)	·	-16.8	-1.44	-78.9	-0.7	3.9	4.3	-2.1	5.7
CCC(c1nnnn1CCc1ccccc1)N(Cc1ccco1)Cc1cc2cccc(C)c2[nH]c1=O (configuration not stated)	-1.2	-11.0	-0.262	-16.5	-0.1	-0.7	5.7	-31.3	-18.9
COc1ccc(NC(=O)N[C@@H](Cc2ccccc2)C(=O)NN)cc1	0.3	-16.4	0.728	-15.2	0.5	3.1	6.2	-2.2	-2.4
CCOC(=O)c1c(NC(=O)Nc2cccc(Cl)c2)sc(C)c1C	0.3	-0.8	0.0318	-132.0	1.4	2.6	-5.7	0.4	-14.7
Cc1cccc(-c2n[nH]c(=S)n2/N=C/c2ccc(C)o2)c1	0.8	-24.1	3.32	10.7	1.2	1.4	-4.2	6.0	-8.1
C=CCSc1ncccc1C(=O)O	1.5	-19.0	0.0267	12.2	-0.6	-2.2	-3.4	-2.2	-3.4
CCCCC(=O)Nc1ccc(C(=O)NCCc2ccccc2)cc1	-0.3	11.2	-0.157	-9.6	·	3.2	·	1.8	3.1
C/C(=N\NC(=O)c1c(Br)c(C)nn1C)c1ccc(NC(=O)C(C)Oc2ccc(Cl)cc2C)cc1 (configuration not stated)	-0.7	-0.6	1.07	-27.7	1.1	-3.8	12.6	-1.9	-73.8
O=C(C1=C(O)C(=O)N(CCN2CCOCC2)C1c1ccncc1)c1ccco1 (configuration not stated)	1.6	-3.2	-0.0882	-35.3	0.5	-0.3	2.7	-3.2	-5.1
COc1ccccc1N1CCN(C(=O)C(Sc2ccccc2)c2ccccc2)CC1 (configuration not stated)	-0.6	-4.3	-1.03	-0.6	-0.5	-6.3	-12.1	2.0	-33.2
C=CCSc1nc(N)c(C#N)c(-c2ccc(C)cc2)c1C#N	-0.1	-0.8	-0.748	13.0	1.0	0.4	-5.8	0.3[fluorescence artefact?]	-0.8
O=C(CN1C(=O)c2ccccc2C1=O)Nc1ccc(N2CCOCC2)cc1	0.7	-22.3	-0.546	-20.3	-0.1	-0.7	-5.1	-4.8	-19.9
O=C(CCCN1C(=O)/C(=C/c2ccco2)SC1=S)Nc1ccccc1	1.2	-9.8	-0.0199	-9.7	2.2	5.6	-4.3	3.1	-5.8
CSc1nc(C)cc(C)c1S(=O)(=O)c1ccccc1C	0.3	-5.1	·	20.5	-0.3	-5.2	1.7	-4.5	-12.4
Cc1cccc(Sc2c(C=O)c3ccccc3n2C)c1	1.0	-14.4	·	-2.2	-0.1	-5.1	-5.4	-10.4	-12.5
C=CCNC(=O)c1ccc(S(=O)(=O)CC)c(Cl)c1Cl	1.1	-0.4	0.275	-38.6	-0.2	0.2	-70.0	-1.4	-0.3
COCC(=O)Oc1c(S(=O)(=O)c2ccc(C)cc2)c(C)nn1-c1ccccc1	1.1	-11.8	·	15.6	0.6	1.2	-8.8	3.6[fluorescence artefact?]	-0.5
CCOCCCNC(=O)Cn1cc2c(n1)CCCC2	0.1	-9.6	0.0193	13.7	2.3	1.7	-3.3	1.7	-15.8
O=[N+]([O-])c1cccnc1Oc1ccc(C2SCCS2)cc1	0.3	-2.4	-0.901	-4.0	0.0	4.2	2.4	2.9	-2.0
Cc1ccc(NC(=O)C2CC=CCC2C(=O)N2CCCCC2)cc1 (configuration not stated)	-0.2	-15.1	-0.0147	20.7	0.5	-0.5	-0.7	0.1[fluorescence artefact?]	-15.1
C=CCSc1nc2sc3c(c2c(=O)n1CC)CCc1ccccc1-3	-0.8	-32.7	·	-3.1	3.5	-1.7	-8.8	21.3	-19.6
Cn1c(SCc2ccccc2Cl)nnc1-c1cnccn1	0.7	-8.0	·	-5.3	1.8	3.8	4.7	-12.1	-14.8

Some of the entries so far, with each value named:
> COc1ccc(NC(=O)N[C@@H](Cc2ccccc2)C(=O)NN)cc1
- PERK inhibitor: 0.3
- EBV gp42 block: -16.4
- Cl transport mod: 0.728
- Calpain2 inh: -15.2
- L929 necroptosis: 0.5
- TNF death inh: 3.1
- Rad51 HR inh: 6.2
- eIF4E 4G PPI: -2.2
- Mdm2 ligase inh: -2.4

> CCOC(=O)c1c(NC(=O)Nc2cccc(Cl)c2)sc(C)c1C
- PERK inhibitor: 0.3
- EBV gp42 block: -0.8
- Cl transport mod: 0.0318
- Calpain2 inh: -132.0
- L929 necroptosis: 1.4
- TNF death inh: 2.6
- Rad51 HR inh: -5.7
- eIF4E 4G PPI: 0.4
- Mdm2 ligase inh: -14.7

> Cc1cccc(-c2n[nH]c(=S)n2/N=C/c2ccc(C)o2)c1
- PERK inhibitor: 0.8
- EBV gp42 block: -24.1
- Cl transport mod: 3.32
- Calpain2 inh: 10.7
- L929 necroptosis: 1.2
- TNF death inh: 1.4
- Rad51 HR inh: -4.2
- eIF4E 4G PPI: 6.0
- Mdm2 ligase inh: -8.1

> C=CCSc1ncccc1C(=O)O
- PERK inhibitor: 1.5
- EBV gp42 block: -19.0
- Cl transport mod: 0.0267
- Calpain2 inh: 12.2
- L929 necroptosis: -0.6
- TNF death inh: -2.2
- Rad51 HR inh: -3.4
- eIF4E 4G PPI: -2.2
- Mdm2 ligase inh: -3.4

(cont.)
molecule	PERK inhibitor	EBV gp42 block	Cl transport mod	Calpain2 inh	L929 necroptosis	TNF death inh	Rad51 HR inh	eIF4E 4G PPI	Mdm2 ligase inh
CCOC(=O)C1=NOC(Cn2cc(C(C)=O)c(=O)[nH]c2=O)C1 (configuration not stated)	0.2	-0.6	0.297	7.5	0.1	-0.4	-6.3	0.9	-16.8
CCOc1ccc(C2/C(=C(/O)c3ccccc3)C(=O)C(=O)N2CCCN(C)C)cc1OC (configuration not stated)	0.9	·	1.06	·	-1.2	0.5	·	·	·
CCOC(=O)C1CCCCN1Cc1cccc(F)c1 (configuration not stated)	0.1	-6.8	0.0302	5.7	0.2	0.3	1.6	4.4	0.4
CC(/C=N/Nc1nnc2c(n1)[nH]c1ccccc12)=C\c1ccco1	0.3	4.7	-0.203	-30.0	0.0	0.4	0.9	4.3	-18.3
Cc1ccc(-c2cn(-c3ccc(OC(F)F)cc3)c3[n+]2CCCCC3)cc1	1.2	0.9	2.03	2.3	-0.1	-1.2	·	2.8	-17.1
C=Cn1c(N2CCOCC2)nc2c1c(=O)[nH]c(=O)n2C	-0.5	-8.9	-0.887	-11.0	0.3	-0.7	-0.3	4.3[fluorescence artefact?]	-4.7
COc1ccc(-n2c3c(cc(C(=O)NNc4ccccc4C)c2=O)C(=O)CC(C)(C)C3)cc1	0.4	1.2	-0.109	-26.3	-0.5	1.1	-0.8	-6.2	-0.5
CCOc1cc(S(=O)(=O)N(CC)CC)c(OCC)cc1-n1cnnn1	-0.2	-21.1	·	-252.6	-0.1	-1.0	·	8.5	-1.0
Clc1ccccc1Cn1nc(-c2ccccc2)nc1-c1ccccc1	0.3	-3.1	1.93	7.4	-0.3	1.2	-0.8	0.9	-9.9
CC(C)(C)c1ccc(OCCCNC2CCCC2)cc1	0.0	-12.9	1.27	5.8	32.4	2.1	-0.2	-3.0	-15.8
CCOc1ccc(NC(=O)CNC(=O)c2ccc([N+](=O)[O-])cc2)cc1	2.0	10.1	-0.878	17.3	39.3	0.8	7.5	-1.6	-0.7
Cc1cc(O)cc2c(=O)c3ccccc3sc12	0.4	-12.2	-0.246	-27.0	43.4	-1.1	-7.3	3.1	-4.0
CCn1c(=NC(=O)COc2ccccc2)sc2cccc(F)c21	-0.2	-22.5	1.12	-139.5	-0.5	1.1	·	-0.6	-15.0
O=C(NCCN1CCN(c2ccccc2)CC1)c1ccc2c(c1)[nH]c(=S)n1c3ccccc3nc21	0.4	-11.8	-1.01	8.7	1.2	0.6	8.3	3.6	-14.2
Cc1ccc(C)c(NC(=O)CNS(=O)(=O)c2ccccc2)c1	0.0	-7.9	0.00859	-6.6	0.0	-1.9	-1.3	3.5[fluorescence artefact?]	2.1
CCOc1ccc(NC(=O)CCC(=O)NNC(=O)Nc2cccc(Cl)c2)cc1	0.8	-13.1	0.257	6.4	1.7	0.6	6.3	-1.5	-13.7
Cc1ccc2c(c1)C(O)(CC(=O)c1ccc3c(c1)OCO3)C(=O)N2 (configuration not stated)	0.6	-10.6	0.721	8.5	1.5	-1.5	-4.1	2.5	-7.8
CCOC(=O)c1sc(-c2ccccn2)nc1C	0.8	-6.9	-0.0608	-11.8	0.6	0.3	-3.5	-6.7	-4.2
COc1ccc(S(=O)(=O)N(CCc2ccccc2)CC(N)=O)cc1	-0.7	-0.8	-2.1	23.6	-1.1	1.9	-4.2	-0.1	5.1
